AID2073: disruptors of CaV2.2 binding to Mint1 – biochemical, HTRF (AID 2073). HTRF protein-protein interaction, Mint1-CaV2.2; higher % means a stronger effect. one-dose inhibition, % at 20 µM; IC50 in µM for titrated hits. 290,000 tested, 0.19% active; in the data active = inhibition mostly above about 51%, no sharp cut-off; also: some results filed as inactive read as strong as hits
Siah-1 displacement: Siah-1 peptide-binding antagonists, primary screen, biochemical, fluorescence polarization, rhodamine-plectin, uHTS (AID 1817); Siah-1 / rhodamine-plectin peptide fluorescence polarization; higher % means a stronger effect; displacement, % at 20 µM, or IC50 in µM where a hit was titrated; 290,000 tested, 0.02% active;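 active = displacement of at least 50% at 20 µM, with a fluorescence ratio check between 0.3 and a set limit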;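 also: plate controls were Siah plus tracer with DMSO for no effect and tracer alone without Siah for full effect; strong numbers were not always called active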
Rac1 GTP hydrolysis: MgcRacGAP GTPase-activating activity inhibitors, confirmation, biochemical, ADP Hunter fluorescence; MgcRacGAP-stimulated Rac1 GTP hydrolysis, ADP Hunter fluorescence; higher % means a stronger effect; GST-tagged Rac1 F28L mutant substrate; inhibition, % at 30 µM, or IC50 in µM where a hit was titrated; AID 624330; 340,000 tested, 0.6% active;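 active = first-screen hits whose inhibition reached a set limit at any dose in the follow-up dose series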;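 also: fluorescence reports GDP produced by GAP-driven GTP hydrolysis; strong numbers were not always called active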
NTR1 ag: agonists of NTR1, primary screen, imaging, U2OS cells, beta-arrestin-GFP, high content (AID 493036). NTR1-U2OS beta-arrestin-GFP spot imaging, agonist mode. activation, % at 20 µM. 330,000 tested, 0.17% active;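 active = activation at or above 40% of the spot to cytoplasm intensity ratio, with at least 20 cells analyzed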;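 also: 0% = DMSO without peptide and 100% = 100 nM NTR1 peptide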
Target sequence (P30989 whole entry, looked up): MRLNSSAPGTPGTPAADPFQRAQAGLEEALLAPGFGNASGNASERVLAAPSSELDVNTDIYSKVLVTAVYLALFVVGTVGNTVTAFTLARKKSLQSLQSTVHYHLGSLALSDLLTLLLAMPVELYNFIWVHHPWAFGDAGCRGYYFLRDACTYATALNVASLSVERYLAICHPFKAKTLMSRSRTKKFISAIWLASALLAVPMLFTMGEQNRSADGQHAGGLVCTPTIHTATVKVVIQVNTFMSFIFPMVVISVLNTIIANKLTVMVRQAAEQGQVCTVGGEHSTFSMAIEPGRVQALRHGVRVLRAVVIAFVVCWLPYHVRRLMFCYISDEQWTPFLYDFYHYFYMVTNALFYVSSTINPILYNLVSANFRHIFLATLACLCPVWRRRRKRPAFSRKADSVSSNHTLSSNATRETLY
K1F lysis inhibition: inhibition of K1F phage lysis, E. coli UTI89, bacterial capsule biogenesis inhibitors, alamar blue (AID 488966); E. coli UTI89 K1F phage lysis, alamar blue, 2 h; higher % means a stronger effect; inhibition, % at 100 µM, or IC50 in µM where a hit was titrated; 340,000 tested, 0.02% active;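 active = phage lysis inhibition, versus mean bacterial control, above a set limit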;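 also: capsule biogenesis inhibitors block K1F phage lysis so surviving cells raise fluorescence; higher fluorescence means more inhibition of phage lysis; actives were called in the ten point dose series up to 300 µM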
RSV antiviral HEp-2: inhibition of RSV-induced cytopathic effect – HEp-2 cells, primary 10 µM value included (AID 2391); HEp-2 cells, RSV-induced CPE inhibition; higher % means a stronger effect; CPE inhibition, % at 10 µM, or IC50 in µM where a hit was titrated; 310,000 tested, 0.13% active; in the data active = a potency from the dose series; also: strong numbers were not always called active
West Nile virus CPE: West Nile virus antiviral activity, cell-based, CPE readout (AID 1621) | West Nile virus-infected cells, CPE inhibition; higher % means a stronger effect | CPE inhibition, % at 10 µM, or IC50 in µM where a hit was titrated | 290,000 tested, 0.02% active; in the data active = a potency from the dose series; also: strong numbers were not always called active
Dengue-2 NS5 capping: flavivirus cap methylation enzyme inhibition – biochemical, confirmation dose response, primary screen (AID 588689) | Dengue-2 NS5 methyltransferase capping enzyme assay, biochemical; higher % means a stronger effect | inhibition, % at 25 µM; hits with a dose series show IC50 in µM | 340,000 tested, 0.3% active; in the data active = a potency from the dose series
SV40 large T antigen: TAg ATPase/helicase activity blockers – biochemical (AID 1903); SV40 large T antigen ATPase/helicase inhibition assay; higher % means a stronger effect; inhibition, % at 20 µM, or IC50 in µM where a hit was titrated; 310,000 tested, 0.39% active; in the data active = a potency from the dose series; also: strong numbers were not always called active
NTR1 ag cell count 20 µM: also measured in NTR1 ag; calls as there; cell count; measured here: cell count, cytotoxicity flag
Starred values were filed as active, the others as inactive; nt = no result given; [ ] = another dose, or the depositor's remark. Not a hit list. About 1.6% of those tested had a hit in this group.

SMILES | AID2073 | Siah-1 displacement | Rac1 GTP hydrolysis | NTR1 ag | NTR1 ag cell count 20 µM | K1F lysis inhibition | RSV antiviral HEp-2 | West Nile virus CPE | Dengue-2 NS5 capping | SV40 large T antigen
CCCOc1ccc(N2CC(C(=O)NC3=NCCS3)CC2=O)cc1 (stereo not drawn) | 5% | 5% | 1% | 0.8 | 67 | 0.3% | 0.0% | nt | -10% | 0%
CCC(=O)Nc1ccc(S(=O)(=O)Nc2ncccn2)cc1 | 45% | -2% | 4% | -2.2 | 78 | -0.2% | 0.7% | 0.4% | 3% | 10%
CCCCCCc1cc2cc(C(N)=O)c(=N)oc2cc1O | 11% | 5% | nt | 6.6 | 83 | nt | 21% | -0.5% | nt | 9%
Cc1nc2nc[nH]n2c(=O)c1NC(=O)c1c(-c2ccccc2Cl)noc1C | -4% | -5% | 7% | -0.3 | 46 | 0.5% | 0.5% | 0.5% | -4% | 4%
COc1cc(NC(=O)CN2CCN(CC(=O)Nc3ccccc3OC)CC2)cc(OC)c1 | -4% | 4% | 13% | 1.5 | 46 | 0.0% | 1.2% | -0.9% | 0% | 8%
Cc1ccc(C(=O)OCC(=O)Nc2ccccc2C(F)(F)F)cc1S(=O)(=O)N1CCCCC1 | nt | nt | 1% | 2.3 | 65 | 1.0%[50 µM] | nt | nt | -2% | nt
N#Cc1cc([N+](=O)[O-])ccc1NC(=O)COC(=O)c1cnccn1 | nt | nt | 1% | -0.1 | 51 | -2.5% | nt | nt | -2% | nt
CCCn1nnnc1NC(=O)COc1ccc(CC)cc1 | 1% | -4% | 6% | -0.3 | 34 | 3.7%[50 µM] | 0.5% | -0.3% | -7% | 12%
COc1ccc(S(=O)(=O)N2CCCN(CC(=O)Nc3cc(NC(C)=O)ccc3OC)CC2)cc1 | 6% | 5% | 7% | 1.1 | 68 | 1.4% | 2.1% | 0.7% | -2% | -1%
COCc1nnc(NC(=O)C2CC(=O)N(C3CCCCC3)C2)s1 (stereo not drawn) | -2% | -1% | 7% | 0.7 | 55 | -1.5%[50 µM] | -0.6% | 1.0% | 0% | -8%
O=C(NCc1ccccn1)c1cc2ccccn2n1 | -4% | 3% | 8% | 0.7 | 90 | 1.9% | 2.7% | 0.2% | -1% | 6%
CCN(CC)c1ccc(NC(=O)CN2CCN(CC(=O)Nc3ccc(OC)cc3)CC2)cc1 | -15% | 7% | 25% | 0.0 | 106 | 0.2% | -1.8% | -0.5% | -6% | 33%
CC(C)c1nc(N2CCCC2)c(C#N)c2c1CCCC2 | -3% | -1% | 2% | 4.2 | 85 | 0.8% | 4.1% | 0.9% | -2% | 4%
COc1ccc(NC(=O)C2CCN(c3cnccn3)CC2)cc1Cl | -7% | 6% | 9% | 1.1 | 46 | 0.1% | 22% | 1.3% | 1% | 11%
CCN(CC)C(=O)Cn1cc(/C=C(\C#N)C(=O)N2CCN(c3ccccc3)CC2)c2ccccc21 | 6% | 2% | 5% | -0.6 | 52 | -0.2% | -1.5% | 2.0% | -6% | 10%
CN(CC(=O)Nc1cccc(F)c1)C(=O)C1CCN(S(=O)(=O)c2ccc3c(c2)OCCO3)CC1 | nt | nt | 3% | -0.9 | 64 | -1.4% | 20% | nt | -7% | 8%
COc1ccc(S(=O)(=O)Nc2ccc(Cl)cn2)cc1 | 3% | -1% | 1% | -0.1 | 67 | -1.7% | -1.1% | -0.4% | 7% | 5%
CSCCNC(=O)c1ccc2nc(Cc3ccccc3F)oc2c1 | 7% | -5% | 11% | 2.5 | 61 | 0.2% | 1.2% | 0.2% | -5% | 17%
CC(=O)Nc1ccc(NC(=S)NC(=O)c2ccc([N+](=O)[O-])c(C)c2)cc1 | 13% | -10% | 3% | 2.1 | 57 | 0.2% | 1.0% | 1.0% | -12% | 6%
CCOC(=O)C1=C(C)N(C)C(=S)NC1c1ccc(Cl)cc1 (stereo not drawn) | 6% | 2% | 8% | 0.9 | 48 | 5.2% | 11% | nt | -6% | 6%

The final 2 compounds of the part before lead into the next.
SMILES | AID2073 | Siah-1 displacement | Rac1 GTP hydrolysis | NTR1 ag | NTR1 ag cell count 20 µM | K1F lysis inhibition | RSV antiviral HEp-2 | West Nile virus CPE | Dengue-2 NS5 capping | SV40 large T antigen
CC(=O)Nc1ccc(NC(=S)NC(=O)c2ccc([N+](=O)[O-])c(C)c2)cc1 | 13% | -10% | 3% | 2.1 | 57 | 0.2% | 1.0% | 1.0% | -12% | 6%
CCOC(=O)C1=C(C)N(C)C(=S)NC1c1ccc(Cl)cc1 (stereo not drawn) | 6% | 2% | 8% | 0.9 | 48 | 5.2% | 11% | nt | -6% | 6%
O=C(COC(=O)COc1ccc(Cl)cc1)NC1CCCCC1 | -7% | -3% | 8% | 2.1 | 62 | 1.6% | 3.7% | -0.4% | -3% | 3%
O=C1c2cc(O)c(O)cc2S(=O)(=O)C1c1ccccc1 (stereo not drawn) | nt | nt | 11% | 0.8 | 82 | 1.1% | 0.6% | nt | -2% | 29%
N#CCCSCc1ccc(C(=O)O)o1 | 8% | 4% | 6% | -0.7 | 36 | 3.0% | 0.1% | -0.1% | 0% | 5%
CCOC(=O)c1c(C)[nH]c(C)c1C(=O)COC(=O)c1cccc(C)c1O | 10% | 5% | -2% | 7.9 | 79 | -1.2%[50 µM] | 4.6% | -0.2% | -5% | 0%
Cc1csc(SCC(=O)N2CCCC2)n1 | -5% | -3% | 5% | 2.0 | 59 | 0.2% | 0.7% | -0.1% | nt | -2%
CCc1ccc(C(=O)NNC(=O)c2ccc(=O)n(C)n2)cc1 | 4% | 1% | 7% | -0.4 | 55 | 0.5%[50 µM] | 2.1% | -0.1% | -5% | 7%
COc1cc(/C=C/C(=O)NCC2CCCCC2)cc(OC)c1OC | 14% | -5% | 5% | 0.2 | 53 | 0.2% | 2.5% | -0.7% | -2% | 5%
O=C(O)CCCn1cc(NC(=O)COc2ccccc2[N+](=O)[O-])cn1 | -5% | -9% | nt | -1.2 | 74 | nt | 0.6% | 0.4% | nt | 70%
O=C(CCN1CCOCC1)NNC(=S)NC(=O)c1ccc(Br)cc1 | 0% | -3% | 9% | 1.9 | 38 | 2.1% | 0.5% | -0.4% | 4% | 13%
CCOc1ccccc1NC(=O)CCS(=O)(=O)c1cccc2nsnc12 | -6% | 12% | -1% | -0.7 | 56 | 0.1% | 1.3% | -0.6% | -9% | 1%
O=C1Nc2cccnc2Sc2ccccc21 | -11% | -8% | 8% | 0.4 | 52 | 1.6% | -1.1% | 0.5% | 4% | 12%
CCN(CC)C(=O)Cn1cc(C(=O)C(=O)N2CCN(c3ccc([N+](=O)[O-])cc3)CC2)c2ccccc21 | 6% | 6% | 5% | 3.6 | 74 | 0.9%[50 µM] | 10% | -1.0% | -6% | 29%
COc1cc(OC)nc(NC(=O)COC(=O)C2CCCCC2)n1 | 1% | 0% | 4% | -1.2 | 87 | 0.9% | 0.4% | -0.3% | -4% | 14%
CSc1cccc(NC(=S)N(CCCN2CCC(C)CC2)Cc2cccs2)c1 | 19% | 0% | -6% | 1.4 | 56 | 0.4% | 13% | -1.3% | -8% | 6%
N/C(=N/O)c1ccccc1N1CCC(Cc2ccccc2)CC1 | 0% | 8% | 8% | 7.5 | 76 | -0.7% | 4.2% | -2.0% | nt | 8%
COc1ccc2c(c1)C=C(CN1CCN(C(C)C)C(CCO)C1)CO2 (stereo not drawn) | -1% | 12% | 13% | 0.8 | 53 | 0.1% | -2.6% | -0.3% | -5% | 14%
CC(C)(C)C(=O)NCCc1nc2ccccc2n1CC(=O)c1ccccc1 | -17% | 3% | 15% | 1.2 | 103 | -0.9% | 1.4% | 0.1% | 1% | 16%
CCN(Cc1nc(-c2cccc(C)c2)no1)C(=O)c1ccco1 | 10% | 4% | 5% | -0.2 | 51 | 0.2% | 19% | -0.5% | 1% | 5%
Cc1cccc(C(=O)NCC(=O)OCC(=O)c2cc(C)n(CC3CCCO3)c2C)c1 (stereo not drawn) | 3% | 0% | 8% | 0.1 | 34 | 1.0% | 0.9% | -0.5% | -3% | -1%
CCOCCCn1c(SCC(=O)Nc2ccc3[nH]c(=O)[nH]c3c2)nc2ccccc2c1=O | nt | nt | 5% | 1.3 | 68 | 1.0%[50 µM] | 1.2% | nt | 4% | 10%
COC(=O)c1ccc(C2CC(=O)Nc3cc(OC)c(OC)cc32)cc1 (stereo not drawn) | -2% | 3% | 0% | -0.5 | 71 | 2.1% | 1.4% | -0.1% | -3% | 6%
O=C(CSc1nc(=O)n(CCCN2CCOCC2)c2c1CCC2)Nc1ccccc1F | nt | nt | 8% | 0.1 | 64 | 0.1%[50 µM] | 0.2% | nt | -4% | 4%
CCC1=NN2C(=N)/C(=C\c3ccc(SCc4ccco4)o3)C(=O)N=C2S1 | 29% | 12% | 46% | -2.4 | 95 | 69µM* | 2.2% | 0.5% | 18% | 0%
Cc1c(N(C(=O)Nc2ccccc2)C2=NCC(C)S2)c(=O)n(-c2ccccc2)n1C (stereo not drawn) | 9% | -5% | 7% | 0.7 | 59 | 0.1% | 0.1% | 1.4% | -3% | 17%
COc1ccccc1NC(=O)CCN1C(=O)C2C3CCC(C3)C2C1=O (stereo not drawn) | -2% | 0% | 6% | -0.3 | 51 | -0.1% | 1.8% | 0.2% | 4% | 22%
CCN(Cc1ccccc1)C(=O)COC(=O)c1cc(Cl)nc(Cl)c1 | 20% | 7% | -2% | 3.6 | 63 | -0.1% | -1.3% | 0.6% | 0% | -4%
CC(C)NC(=O)C1CCN(C2CCN(Cc3ccc4cccc(F)c4n3)CC2)CC1 | -3% | -1% | 10% | 0.3 | 55 | -0.2% | -0.6% | 0.4% | -5% | 40%
CC(Sc1nnc2ccccn12)C(N)=O (stereo not drawn) | -1% | 10% | -4% | 1.7 | 47 | 0.2% | 1.9% | 0.5% | 3% | -3%
Cc1ccc(C(OCC(O)CNC(CO)C(O)c2ccc([N+](=O)[O-])cc2)c2ccccc2)cc1 (stereo not drawn) | -4% | 0% | 16% | 6.3 | 63 | -0.1% | 7.3% | 0.9% | 1% | 4%
C/C=C/C1=CC(=O)C[C@H](c2ccc(Cl)cc2)C1 | nt | nt | 6% | 3.9 | 66 | 0.0% | 11% | nt | -14% | nt
NS(=O)(=O)c1ccc(NC(=S)NCc2ccccc2)cc1 | -22% | 3% | 9% | -0.8 | 51 | 1.0% | 1.6% | 0.1% | 4% | 5%
Cc1ccccc1CN(c1ccc(C(=O)N/N=C/c2ccc(OCC(N)=O)cc2)cc1)S(C)(=O)=O | 22% | 2% | 3% | 0.8 | 67 | -0.8% | 2.1% | 0.1% | nt | 7%
Cc1cc(C)c(-c2csc(NC(=O)C3=NN(c4ccccc4)C(=O)CC3)n2)c(C)c1 | 16% | 5% | -32% | -0.9 | 100 | -0.2% | 3.5% | -1.9% | 2% | 0%
COCCCn1nnnc1SCC(=O)Nc1nc(C)c(C)s1 | -8% | 18% | 13% | -1.0 | 67 | 3.9% | 3.8% | 1.1% | 0% | -3%

Ordered by the number under West Nile virus CPE (rising): 3 from the list above
Molecule | West Nile virus CPE
COc1cc(NC(=O)CN2CCN(CC(=O)Nc3ccccc3OC)CC2)cc(OC)c1 | -0.9%
NS(=O)(=O)c1ccc(NC(=S)NCc2ccccc2)cc1 | 0.1%
CCN(CC)C(=O)Cn1cc(/C=C(\C#N)C(=O)N2CCN(c3ccccc3)CC2)c2ccccc21 | 2.0%
